Source: PubChem BioAssay (National Center for Advancing Translational Sciences (NCATS))
FEN1 inhibitor – inhibitors of human flap endonuclease 1; P39748; Recombinant FEN1 flap cleavage, fluorescence, 15 min; Potency, µM (doses to about 114 µM), without a hit: at the highest dose activity change, negative = inhibition, usual class: inhibitors; actives 0.35% (n = 390,000); note: nearly all actives have a fitted effect of over 65% in size
Target sequence (P39748 whole entry, looked up): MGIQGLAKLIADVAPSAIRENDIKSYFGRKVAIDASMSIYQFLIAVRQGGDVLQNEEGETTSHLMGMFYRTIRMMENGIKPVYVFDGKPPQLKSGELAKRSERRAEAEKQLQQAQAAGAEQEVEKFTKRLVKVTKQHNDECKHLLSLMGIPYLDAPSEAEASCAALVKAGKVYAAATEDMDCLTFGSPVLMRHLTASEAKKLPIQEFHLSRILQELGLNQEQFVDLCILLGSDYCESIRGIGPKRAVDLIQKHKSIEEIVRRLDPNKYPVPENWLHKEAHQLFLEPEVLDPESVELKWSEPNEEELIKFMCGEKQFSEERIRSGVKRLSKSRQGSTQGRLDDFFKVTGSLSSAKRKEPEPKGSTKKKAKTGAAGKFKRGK
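Steps: FEN1 (10 nM) dispensed; compound added by pin tool; 15 min at room temperature; substrate added to 50 nM final; reads at 0 min and 15 min; data normalized and fitted (four-parameter Hill).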
N370S GC – N370S glucocerebrosidase modulation, Gaucher chaperone candidate. P04062. actives 0.092% (n = 330,000). Potency, µM (doses to about 59.4 µM), without a hit: at the top dose activity change, negative = inhibition, hits mostly inhibitors. N370S GC spleen homogenate, 4MU-glucoside fluorescence. AID 2101;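 note: 0% = full enzyme activity and -100% = no enzyme basal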
TDP1 cell CPT – DT40-hTDP1 cell growth loss with CPT; Potency, µM (series often up to 46.2 µM), for the others: at the top dose activity change, negative = growth inhibition, most hits filed as inhibitors; AID 686979; chicken DT40 Tdp1-/-;hTDP1 cells + 20 nM CPT, ATP luminescence, 48 h; actives 12% (n = 420,000); note: nearly all actives have a fitted effect of over 55% in size
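Chicken DT40 Tdp1-/- cells complemented with human TDP1, 400 cells/well, exposed to compounds plus 20 nM camptothecin for at least 48 h at 37 C; viability read as ATP content by CellTiter-Glo luminescence.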
The depositor's hits bear a star; ? = inconclusive; . = not tested or not shown; & = joins results of further samples. Calls come from the whole dose curve; as a rule, active = well fitted curve in the direction sought with a large enough effect; inconclusive = small, poorly fitted or top-dose-only effect, or another doubt; inactive = no such curve, though single readings can be large; an effect the other way counts as inactive or inconclusive. Unless noted, % is set by controls: 0 for no effect and ±100 for the full control effect; potency is the fitted concentration of half-maximal effect.

smiles	FEN1 inhibitor	N370S GC	TDP1 cell CPT
CCC1(C(=O)c2ccccc2)C(c2cccc([N+](=O)[O-])c2)C1(C(=O)OC)C(=O)OC (stereo unspecified)	1%	1%	23µM*
O=c1c2cc3c(cc2[nH]c(=S)n1C1CCN(Cc2ccccc2)CC1)OCO3	-19%	-10%	26µM*
Cc1ccc(N=Nc2c(C)[nH]n(-c3ccccc3)c2=O)c(C)c1	8%	2%	?
O=C1C=C(O)c2cccc3cccc1c23	2µM*	-1%	4%
O=C(O)c1cc(C2CC2)nn1-c1ccccc1	0%	0%	-1%
COc1ccc(CC(=O)Nc2ccccc2C(=O)NCCc2ccccc2)cc1	3%	4%	?
CCCC(c1nnnn1CCOC)N(Cc1cc2cc(C)c(C)cc2[nH]c1=O)CC1CCCO1 (stereo unspecified)	-6%	5%	-28%
Cc1cc(C)nc(SCC(=O)Nc2ncc3c(n2)CC(C)(C)CC3=O)n1	5%	1%	-11%
Cn1c(=O)oc2cc(S(=O)(=O)NCc3ccncc3)ccc21	0%	10%	8.2µM*
Cc1cccc(N2C(=O)/C(=C/c3ccccn3)SC2=S)c1	-8%	10%	?
CCN(Cc1ccncc1)C(=O)c1ccco1	-4%	-1%	6%
COc1cccc(N2CCN(S(=O)(=O)c3ccc(-c4coc(C)n4)cc3)CC2)c1	8%	-3%	?
Cc1ccc(OC(=O)c2cc(-c3ccc4c(c3)OCCO4)on2)c(C)c1	-14%	.	-3%
CCOc1ccc(C(=O)NCC2OCCc3ccccc32)cc1 (stereo unspecified)	-16%	5%	-25%
CC(=O)c1cnn(-c2ccccc2)c1C	-1%	0%	8%
N#CCCn1nc2c(c1N)CCC2	1%	.	12%
CCOc1cc(/C=C/C(=O)O)ccc1OCCOc1ccc(F)cc1	-1%	-9%	-7%
COCCNC(=O)C/C(C)=N/NC(=O)C(=O)NC1CCCCC1	-2%	-4%	1%
O=C(NCC1CCCO1)c1onc(CSc2ccccc2F)c1C(=O)O (stereo unspecified)	-9%	.	-1%
Cc1nnsc1C(=O)N1CCN(c2cc(C(F)(F)F)ccn2)CC1	0%	11%	?
COc1ccc(OC)c(C(=O)N2CCC(n3nccc3NC(=O)CC(C)C)CC2)c1	-8%	-13%	-1%
CN(C)c1ccc(CNC(=O)C2CCN(c3nc4ccccc4[nH]3)CC2)cc1	5%	.	?
CNC(=S)N1CCc2cc(OC)c(OC)cc2C1COc1ccc(F)cc1 (stereo unspecified)	-14%	-4%	1%
CCCCCc1nc2c(c(=O)c3ccccc3n2C)c(=O)n1Cc1ccc(OC)cc1	-24%	7%	-30%
Cc1c(NC(=O)C(C)Sc2ccc3ccccc3n2)c(=O)n(-c2ccccc2)n1C (stereo unspecified)	7%	7%	-8%
Cc1cccc(NC(=O)CN(C)C(C)C(=O)Nc2ccc(S(=O)(=O)N3CCCC3)cc2)c1C (stereo unspecified)	-20%	-2%	?
CC(=O)C[C@H]1c2ccccc2S(=O)(=O)N1C1CCCCC1	-6%&0%	.	?
CN(Cc1cn(Cc2ccccc2)nc1-c1ccc2c(c1)OCO2)Cc1nccn1C	-11%	0%	?
Cc1nn(C)c(C)c1CN(C)C(=O)C1c2ccccc2Oc2ccccc21	6%	-4%	-8%
Cc1nn2c(=O)c(NC(=O)c3ccc(Cl)cc3)cnc2s1	15%	-4%	-9%

2 of the compounds above, field by field.
mol: CCCCCc1nc2c(c(=O)c3ccccc3n2C)c(=O)n1Cc1ccc(OC)cc1
  FEN1 inhibitor = -24%
  N370S GC = 7%
  TDP1 cell CPT = -30%
mol: Cc1cccc(N2C(=O)/C(=C/c3ccccn3)SC2=S)c1
  FEN1 inhibitor = -8%
  N370S GC = 10%
  TDP1 cell CPT = ?

Compounds listed so far that contain fluorine:
smiles	FEN1 inhibitor	N370S GC	TDP1 cell CPT
CCOc1cc(/C=C/C(=O)O)ccc1OCCOc1ccc(F)cc1	-1%	-9%	-7%
O=C(NCC1CCCO1)c1onc(CSc2ccccc2F)c1C(=O)O (stereo unspecified)	-9%	.	-1%
Cc1nnsc1C(=O)N1CCN(c2cc(C(F)(F)F)ccn2)CC1	0%	11%	?
CNC(=S)N1CCc2cc(OC)c(OC)cc2C1COc1ccc(F)cc1 (stereo unspecified)	-14%	-4%	1%

(next part)
smiles	FEN1 inhibitor	N370S GC	TDP1 cell CPT
N#CCC(=O)Nc1ccc(C(=O)Nc2cccnc2)cc1	17%	-2%	1%
Oc1ccc2oc3c(c2c1/C=N/n1cnnc1)CCCC3	-16%	-4%	-21%
Cc1cc(F)ccc1S(=O)(=O)Nc1ccc(O)c(Sc2ncn[nH]2)c1	-2%	-29%	1%
NS(=O)(=O)c1cccc(NC(=O)CSc2nc3ccccc3c(=O)n2CC2CCCO2)c1 (stereo unspecified)	3%	-4%	-16%
COc1ccc(NC(=S)N2CCN(c3ncccn3)CC2)cc1	-9%	3%	12%
O=C(COC(=O)c1ccc[n+]([O-])c1)Nc1ccc(Cl)cc1[N+](=O)[O-]	-7%	.	-3%
c1ccc2c(c1)c1c3n2CCNC3CCC1 (stereo unspecified)	-4%	9%	8%
C(=N\c1nccs1)/c1cccnc1	-7%	-7%	-14%
COc1cccc(CCC(=O)N2CCC(n3nccc3NC(=O)C3CCOC3)CC2)c1 (stereo unspecified)	-1%	-1%	1%
COc1ccc(-n2c(CN3CCN(c4ccccn4)CC3)nc3ccc([N+](=O)[O-])cc3c2=O)c(OC)c1	3%	-5%	?
N#Cc1c(N)nc(SCC(=O)C23CC4CC(CC(C4)C2)C3)c(C#N)c1-c1ccc(Cl)cc1	14%	0%	?
CSc1ncccc1C(=O)OCC(=O)Nc1ccc2c(c1)CCC2	2%	.	-2%
COc1ccc(C(=O)CCc2ccccc2)cc1	10%	-1%	1%
Cc1cc(C)n(-c2nc3c(c(=O)n(C)c(=O)n3C)n2CCO)n1	6%	-17%	3%
CCOC(=O)CNC(=O)c1cn(CC(C)C)c(=O)c2cc(OC)c(OC)cc12	-2%	12%	-22%
c1cncc(-c2nc3ccccc3o2)c1	-9%	16%	-16%
Cc1ccc(CNC(=O)c2cc(=O)c3cc(C)ccc3o2)cc1	0%&-7%	-11%	-11%&5%
CCC(C)[C@H]1CN=C(N)N1CCc1cccc(F)c1 (stereo partly specified)	19%	.	18µM*
CC1(C)CO[C@@H](CC(=O)O)CN1	.	6%	13%
Cn1c(CN2CCOCC2)nnc1SCC(=O)Nc1cccc(C(F)(F)F)c1	-6%	3%	5%
O=C(c1ccccc1)N1CCSC1=S	0%	3%	?
N/C(=N\OC(=O)C1CCCCC1)c1cccnc1	2%	7%	1%
COc1cc2c(C(=O)NCCN(C)C)cn(CC(C)C)c(=O)c2cc1OC	20%	4%	-11%
Cc1ccc(/C=C(\C#N)C(=O)NC(C)C)o1	16%	-2%	5%
Cc1cc(/C=N/Nc2ccc([N+](=O)[O-])cn2)c(C)n1-c1ccccc1	-2%	-7%	18µM*
O=[N+]([O-])c1ccc(NCCNc2ccc([N+](=O)[O-])cc2)cc1	-2%	.	-19%
Cc1ccc2c(CC(=O)Nc3c(C(=O)c4ccc(C)c(F)c4)oc4ccccc34)coc2c1	13%	.	-9%
O=C(O)c1ccc2c(ccc3nn(-c4ccc(/C=C/c5ccc(-n6nc7ccc8cc(C(=O)O)ccc8c7n6)cc5[S+](=O)([O-])[O-])c([S+](=O)([O-])[O-])c4)nc32)c1	3.2µM*	.	9%
CC(C)CN(C(=O)COC(=O)CNC(=O)c1ccccc1F)c1c(N)n(Cc2ccccc2)c(=O)[nH]c1=O	21%	.	-1%
Cc1ccc(OCCNS(=O)(=O)c2ccc(N3CCCC3=O)cc2)cc1C	-1%	11%	6.5µM*
O=S(=O)(c1cccc2nonc12)N1CCN(c2cccc(Cl)c2)CC1	-7%	5%	-28%
CCOC(=O)C1CCCN(S(=O)(=O)c2cn(C)c(=O)n(C)c2=O)C1 (stereo unspecified)	-5%	-14%	-6%
Cc1c(=O)n(OCc2ccccc2F)c2ccccc2[n+]1[O-]	-4%	2%	?
N#C/C(=C\c1ccc(Sc2ccc(Cl)cc2)o1)c1nc2ccccc2[nH]1	?	-7%	21µM*
COC(=O)CCC(=O)NC1CC(C)(C)Cc2c1cnn2-c1ccccc1 (stereo unspecified)	20%	0%	-3%
O=C(O)c1ccc2c(c1)ncn2C1CCCCC1	-13%	-2%	-12%
Cc1ccc2c(c1)C=CC(C#N)N2C(=O)c1ccccc1 (stereo unspecified)	-14%	-18%	1.6µM*
CN1CCN(S(=O)(=O)c2ccc(NC(=O)C3CCCCC3)cc2)CC1	-1%	-19%	8%
O=C(CCS(=O)(=O)c1cc(Br)cc2c1N(C(=O)C1CC1)CC2)Nc1ccc(C(F)(F)F)cc1	-1%	.	-14%
Cc1ccc(NC(=O)CN2C(=O)C(c3ccccc3)=NC2(C)C)cc1C	-9%	.	11%
C[C@H](NC(=O)c1ccco1)C(=O)Nc1ccc(S(=O)(=O)N2CCCC2)cc1	5%	0%	-18%
O=C(Cc1sc(-c2ccccc2Cl)nc1-c1ccccc1)Nc1ccccc1	1%	3%	?
CC(C)(C)OC(=O)CC[C@@H](C(=O)N1CCN(C(=O)OC(C)(C)C)CC1)n1cc(C(CO)NC(=O)OC(C)(C)C)nn1 (stereo partly specified)	-3%	-1%	-37%
COc1cc(-c2nnc(SCC3(c4ccc(Br)cc4)OCCO3)o2)cc(OC)c1OC	-8%	-5%	16µM*
CC(=O)N/C(=C\c1ccccc1)C(=O)OCc1ccccc1	-9%	1%	-17%
CCNc1ccc(C(=O)OCC(=O)N(Cc2ccccc2)C(C)(C)C)cc1[N+](=O)[O-]	-4%	9%	15µM*
CC12CCC(=O)N1C(C(=O)Nc1nc(-c3ccc(F)c(F)c3)cs1)CS2 (stereo unspecified)	0%	-11%	-21%
COc1ccnc(Oc2cc(Cl)cc(Cl)c2)c1C#N	11%	7%	-2%
Nc1[nH]n(-c2ccccc2)c(=O)c1N=Nc1ccc2c(c1)OCCO2	-2%	2%	?
O=C(Nc1cnccc1C(F)(F)F)NC1CCCCC1	-6%	8%	13%
COc1ccc(NC(=S)N2CCC(Cc3ccccc3)CC2)cc1OC	-1%	-7%	?
Cc1cc(F)ccc1S(=O)(=O)Nc1ccc(C(=O)N(C)Cc2ccco2)cc1	1%	.	-17%
CCOC(=O)CSc1ccc(S(=O)(=O)N(CC)CC)cc1[N+](=O)[O-]	-4%	-2%	10%
O=C(NCc1cccc(C(F)(F)F)c1)C1CC(c2c(Cl)cccc2Cl)=NO1 (stereo unspecified)	6%	6%	16µM*
O=C(Cn1c(=O)c(=O)n(Cc2ccccc2)c2ccc(Cl)cc21)Nc1cccc(F)c1	-4%	0%	?
COCCn1c(SCC(=O)c2ccc(F)cc2)nnc1C(C)C	-4%	-1%	?
Cc1csc(NC(=O)c2ccccc2C(=O)O)n1	0%	6%	-13%
O=C(O)[C@H](Cc1ccccc1)N1C(=O)c2ccncc2C1=O	-1%	10%	-1%
CCN(C(=O)CSc1nnnn1C)C1CCCCC1	1%	.	?
O=C1C(O)=CC(=C(c2ccccc2)c2ccccc2)c2ccccc21	-10%	.	?
COc1ccc(NC(=O)N2CCCn3nc(C)cc32)cc1OC	-12%	.	10%
COc1cc(C(=S)N2CCOCC2)ccc1OS(=O)(=O)c1ccc(Cl)cc1	3%	3%	?
OC(CCN1CCCCC1)(c1ccccc1)c1ccccc1	-3%	9%	?

Exported with values under each structure: 5 of the compounds above
Below each SMILES: FEN1 inhibitor | N370S GC | TDP1 cell CPT
- OC(CCN1CCCCC1)(c1ccccc1)c1ccccc1
→ -3% | 9% | ?
- O=C(NCC1CCCO1)c1onc(CSc2ccccc2F)c1C(=O)O (stereo unspecified)
→ -9% | . | -1%
- O=C(c1ccccc1)N1CCSC1=S
→ 0% | 3% | ?
- COCCn1c(SCC(=O)c2ccc(F)cc2)nnc1C(C)C
→ -4% | -1% | ?
- CCC1(C(=O)c2ccccc2)C(c2cccc([N+](=O)[O-])c2)C1(C(=O)OC)C(=O)OC (stereo unspecified)
→ 1% | 1% | 23µM*

A portion of the library; count on the stated rates, not on these rows.
